aSyn tox rescue: alpha-synuclein toxicity suppression in yeast; S. cerevisiae alpha-synuclein toxicity rescue, BacTiter-Glo growth, 24 h; actives 0.02% (n = 94,000); Potency, µM (titrated, usually from 46.1 µM), inactives show at the highest dose growth rescue (activation), actives largely listed as activators; active = well fitted activation curve with a large enough effect; inconclusive = small, poorly fitted or top-dose-only effect; also: 0% is about no effect
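Growth restoration measured by BacTiter-Glo luminescence after 24 hr at 30 deg C; alpha-synuclein yeast, raffinose-pregrown to mid-log, were added at OD600=0.02 in galactose medium onto pinned compounds.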
Numbers without * were called inactive; ? = inconclusive; [ ] = remark or other dose. Potency is read from the fitted curve at half-maximal effect.

SMILES	aSyn tox rescue
COc1cccc(NC(=O)CN(C)C(=O)c2ccc(OCc3ccccc3)c(OC)c2)c1	-10%
CCOc1ccccc1CNC(=O)CSc1n[nH]c(-c2ccccc2)n1	7%
NN=C(c1ccccc1)c1ccccc1	1%
N#CCCN(C(=O)COC(=O)c1ccc(Cl)nc1)c1ccc2c(c1)OCCO2	11%
CCN(CC)C(=O)Cn1ncc2c1-c1ccccc1OC2	-2%
O=C(CNC(=O)c1ccc(Cl)cc1)Nc1ccc(S(=O)(=O)Nc2ncccn2)cc1	-8%
CCn1c(CN2CCCCC2)nc2cc(NC(=O)COc3ccccc3C(C)(C)C)ccc21	-7%
Cc1ccc(O)c(CO)n1	-2%
CCCCn1c(=O)c2oc3ccccc3c2n(Cc2cccc(F)c2)c1=O	-13%
O[C@H]1CN(CC2CCCCC2)[C@@H](c2ccc(Cl)cc2)C[C@@H]1n1cc(C2CC2)nn1	0%
COc1cccc(Cn2c(C)c(CNCc3ccccc3Cl)c(C(=O)O)c2C)c1	5%
O=c1[nH]c(N2CCN(Cc3ccccc3)CC2)nc2c1CCC2	-3%
CCc1ccccc1NC(=O)Cn1nc(C)c2nn(-c3ccc(Cl)cc3)c(C)c2c1=O	-2%
O=C(Nc1ccc2c(c1)C(=O)OC2)Nc1cccc2ccccc12	-8%
CCCc1cc(C(=O)NCc2ccco2)no1	0%
O=C(CNCc1ccccc1)Nc1ccc(Oc2ccccc2)cc1	4%
CCOCCn1ccc2c(OCC(=O)Nc3ccc(C(N)=O)cc3)cccc2c1=O	2%
COc1ccc(NC(=O)c2cc(C3CC3)nc3c2c(C)nn3-c2ccccc2)c(OC)c1	1%
CCN(c1ccccc1)S(=O)(=O)c1ccc(Cl)c(C(=O)N(CC2CCCO2)C2CCS(=O)(=O)C2)c1 (configuration not stated)	-2%
Cc1c(C(=O)Nc2cccc(N(C)S(C)(=O)=O)c2)cccc1[N+](=O)[O-]	-1%
COCCCNC(=O)c1ccc2c(c1)nc(C)n2-c1cccc(C)c1	-3%
COc1ccc(C(=O)c2sc(Nc3ccc(NC(C)=O)cc3)nc2C)cc1	8%
O=C(c1ccc(Cl)c([N+](=O)[O-])c1)N1CCN(Cc2ccc3c(c2)OCO3)CC1	1%
Cc1ccccc1NC(=O)Cn1nnc(C(=O)NCCc2ccccc2)c1N	-14%
C[C@@H]1CN([C@@H](C)CO)C(=O)c2cc(NC(=O)C3CCCCC3)ccc2O[C@@H](C)CCCCO[C@H]1CN(C)S(=O)(=O)c1ccc(Cl)cc1	6%

Gathered by group: the entries above with sulfur (6)
SMILES	aSyn tox rescue
CCOc1ccccc1CNC(=O)CSc1n[nH]c(-c2ccccc2)n1	7%
O=C(CNC(=O)c1ccc(Cl)cc1)Nc1ccc(S(=O)(=O)Nc2ncccn2)cc1	-8%
CCN(c1ccccc1)S(=O)(=O)c1ccc(Cl)c(C(=O)N(CC2CCCO2)C2CCS(=O)(=O)C2)c1 (configuration not stated)	-2%
Cc1c(C(=O)Nc2cccc(N(C)S(C)(=O)=O)c2)cccc1[N+](=O)[O-]	-1%
COc1ccc(C(=O)c2sc(Nc3ccc(NC(C)=O)cc3)nc2C)cc1	8%
C[C@@H]1CN([C@@H](C)CO)C(=O)c2cc(NC(=O)C3CCCCC3)ccc2O[C@@H](C)CCCCO[C@H]1CN(C)S(=O)(=O)c1ccc(Cl)cc1	6%

(continued)
SMILES	aSyn tox rescue
Cc1ccc(NC(=O)CN2C(=O)CCc3ccccc32)cc1C	1%
CCOCCn1ccc2c(OCC(=O)Nc3ccccc3OC)cccc2c1=O	-2%
C[C@@H]1CN([C@@H](C)CO)S(=O)(=O)c2ccc(Br)cc2O[C@@H]1CN(C)Cc1ccccn1	1%
Cc1csc2nc(CNS(=O)(=O)c3ccc(-c4ccccc4)cc3)cn12	3%
CC(C)CN(/C=N/c1sc2c(c1C#N)CCCCC2)CC(C)C	14%
Cc1csc2nc(-c3cccc(NC(=O)c4cccc(F)c4)c3)cn12	-25%
COc1ccccc1N1CCN(CC(O)COc2ccc(C)cc2C(C)(C)C)CC1 (configuration not stated)	0%
COc1ccccc1CNC(=O)Cn1c(=O)oc2ccccc21	2%
O=C(O)CC12CC3CC(C1)CC(n1ncc(NCc4ccc(F)cc4)c(Cl)c1=O)(C3)C2	1%
O=S(=O)(c1ccc(-c2csc(-c3cccnc3)n2)cc1)N1CCOCC1	12%
O=C(Nc1cc(C(F)(F)F)ccc1-n1cncn1)C1CC1	2%
O=C(NC1CCN(S(=O)(=O)c2cccc([N+](=O)[O-])c2)CC1)C1CCCCC1	-7%
CCOC(=O)C1CCN(C(=O)CC2(CC(=O)O)CCCC2)CC1	-8%
COc1cccc(NC(c2nnc(-c3ccccc3)o2)c2ccc(F)cc2Cl)c1 (configuration not stated)	2%
COCCc1nn2c(=O)cc(COC(=O)COc3ccccc3C)nc2s1	2%
CC1CCCN(c2c3c(nc4ccccc24)CCCC3)C1 (configuration not stated)	1%
Cc1ccccc1C(=O)Nc1nc2nc(C)c(C)c(=O)n2[nH]1	-5%
CCOC(=O)c1cccc(NC(=O)N2Cc3ccccc3Oc3ncccc32)c1	1%
CCOc1ccc(-c2nc3ccccc3c(=O)o2)cc1	-8%
CC1=C(c2ccc(Cl)cc2)S(=O)(=O)N=C1N1CCN(c2cccc(C)c2)C(C)C1 (configuration not stated)	-1%
CC(=O)c1ccc(NC(=O)CCc2c(C)nc3c(c(C)nn3-c3ccc(C)cc3)c2C)cc1	-15%
CC1N(C(=O)N2CCOCC2)CCN1S(=O)(=O)c1ccc(Cl)cc1 (configuration not stated)	-6%
CCn1cc(SCC(N)=O)c2ccccc21	-1%
COCCCNC(=O)CCn1c(=O)c2ccccc2n(CC(=O)Nc2cc(Cl)ccc2OC)c1=O	-7%
COc1ccc(-n2nc3c(N4CCCC(C(=O)NCc5cccc(F)c5)C4)nnc(C)c3c2C)cc1 (configuration not stated)	1%

Exported field by field: entries from further up
Cc1ccccc1C(=O)Nc1nc2nc(C)c(C)c(=O)n2[nH]1
  aSyn tox rescue = -5%

CCOC(=O)c1cccc(NC(=O)N2Cc3ccccc3Oc3ncccc32)c1
  aSyn tox rescue = 1%

CCOc1ccc(-c2nc3ccccc3c(=O)o2)cc1
  aSyn tox rescue = -8%

CC1=C(c2ccc(Cl)cc2)S(=O)(=O)N=C1N1CCN(c2cccc(C)c2)C(C)C1 (configuration not stated)
  aSyn tox rescue = -1%

Of the compounds above, these contain an aryl thioether with sulfur outside any ring.
SMILES	aSyn tox rescue
CCOc1ccccc1CNC(=O)CSc1n[nH]c(-c2ccccc2)n1	7%
CCn1cc(SCC(N)=O)c2ccccc21	-1%

(continued)
SMILES	aSyn tox rescue
CCOc1cc(CNC(C)(C)C)ccc1OCC(=O)Nc1cccc(C(F)(F)F)c1	-10%
Cc1ccc(OCC(=O)NNC(=O)C2CCCO2)c(C)c1 (configuration not stated)	9%
Cc1nccn1CC(=O)N/N=C/c1ccccc1O	1%
CS(=O)(=O)N1CCc2cc(C(=O)N3CCN(c4cccc(Cl)c4)CC3)ccc21	2%
Cc1cc(C)c(NC(=O)C2CCN(C(=O)N3CC(C)Oc4ccc(Cl)cc43)CC2)c(C)c1 (configuration not stated)	3%
COc1ccc(NS(=O)(=O)c2cc3c(cc2C)N(C)CCO3)cc1	4%
O=C(NCCN1CCOCC1)C1CC(=O)N(c2cccc(C(F)(F)F)c2)C1 (configuration not stated)	5%
COc1ccc(-c2nc3ccc(NS(=O)(=O)c4ccc(C)cc4)cc3o2)cc1	?
O=C(Nc1ccc(-c2nc3ccccc3o2)c(O)c1)c1ccccc1	-8%
CCCn1c(CN2CCN(c3cccc(Cl)c3)CC2)nc2c1c(=O)n(C)c(=O)n2C	-10%
COC(=O)C(C)n1cnc2c(nnn2-c2ccc(C)cc2)c1=O (configuration not stated)	-1%
Cc1ccc(CN(Cc2ccco2)C(=O)c2ccc(Cl)cc2)o1	7%
CC1(C)CC(=O)C(CC2=C(N)CC(C)(C)CC2=O)=C(N)C1	1%
Cc1cccc(N(C(=O)CNC(=O)c2ccco2)C(C(=O)NC2CCCC2)c2cccnc2)c1C (configuration not stated)	9%
COc1ccccc1CNC(=O)CSC1=Nc2ccccc2N=C(c2ccc(F)cc2)C1	5%
CC(NC(=S)NC1CCCCC1)C(c1cccs1)N1CCOCC1 (configuration not stated)	9%
CCOC(=O)c1cnc2ccc(Cl)cc2c1Nc1ccc(OCC)cc1	3%
Cc1ccc(C)c(N(CC(=O)NCc2ccco2)C(=O)CCC(=O)Nc2nccs2)c1	-10%
Cc1ccc(NC(=O)CCS(=O)(=O)c2ccc(Br)cc2)c(C)c1	-8%
O=C1c2ccccc2-c2nc3ncnn3c(-c3ccccc3Cl)c21	1%
COc1ccccc1CNC(=O)CCCN1C(=O)CCn2nc(-c3cn(C)c4ccccc34)cc21	10%
CC1CCN(Cc2nc(-c3ccc(Cl)cc3)no2)CC1	7%
COCCCNC(=O)CSc1nc2ccccc2c(=O)n1Cc1ccco1	-6%
CCc1ccc(O)c(C(=O)c2cnc3cc(-c4ccc(C)cc4)nn3c2)c1	-5%
CC(C)S(=O)(=O)c1cnc(-c2cccnc2)nc1N	1%
More results.
SMILES	aSyn tox rescue
O=C(COc1ccccc1)N(Cc1cccnc1)c1nc2ccc(F)cc2s1	?
CC1(C)Cc2cccc(OCC(=O)N3CCN(c4cccc(C(F)(F)F)c4)CC3)c2O1	-8%
CCOc1ccc(OCC)c(Nc2nc3ccccc3n3nnnc23)c1	-4%
CSc1ccc(CN(C)C(C)C(=O)NCC2CCCCC2)cc1 (configuration not stated)	-1%
Cc1ccc(CNC(=O)Nc2ccccc2)n1C	2%
CCn1ccc2c(OCC(=O)Nc3ccccc3C(F)(F)F)cccc2c1=O	4%
COCCn1c(SCC(=O)N2CCOCC2)nnc1-c1ccco1	4%
Cc1cccc(C)c1NC(=O)CN(C)C(=O)c1ccc(OCc2ccccc2)cc1	1%
O=c1c2ccccc2ncn1/N=C/c1ccccc1	-4%
COc1ccc(-c2cc3ccccc3oc2=O)cc1NC(=S)NC(=O)c1ccc2c(c1)OCCO2	-5%
Cc1c(NS(C)(=O)=O)cccc1-c1nc2ccccc2s1	-9%
COc1cccc(C(=O)Nc2cccc(C(=O)OCc3cc(=O)n4nc(C5CC5)sc4n3)c2)c1	-2%
Cc1ccc(NC(=O)CN2C(=O)COc3ccc(S(=O)(=O)N4CCCCCC4)cc32)cc1C	4%
Cc1ccc(CNC(=O)NCc2noc3ccc(C)cc23)cc1	6%
CC1=C(C(=O)Nc2cccc(Cl)c2)C2(CCCCCC2)OC1=O	1%
CCCCNC(=O)[C@@H]1CSC2c3ccccc3C(=O)N21 (some centres not stated)	-44%[inhibitor]
O=C(NCC(c1ccccc1)c1ccccc1)c1nn(-c2ccccc2F)nc1CO	-11%
O=C(O)C(=O)/C(=C\c1cccc(Cl)c1)c1ccc2ccccc2n1	0%
Cc1ccc(N/C=C/c2onc(C)c2[N+](=O)[O-])cc1	-6%
COc1ccc(/C=N/Nc2ccc([N+](=O)[O-])cc2)cc1O	-16%
COc1cc(/C=N/NC(=O)Cn2cnc3ccccc3c2=O)ccc1O	-7%
COc1ccc(CNC(=O)CCCN2C(=O)CCn3nc(-c4cn(C)c5ccccc45)cc32)cc1	3%
CCOC(=O)C1=C(C)NC(C)=C(C(=O)OC)C1c1ccco1 (configuration not stated)	-1%
CCOC(=O)c1ccc(NC(=O)c2ccc3c(c2)NC(=O)c2ccccc2S3)cc1	4%
O=C(CSc1ccc2ccccc2n1)Nc1ccc(N2CCOCC2)cc1	-12%
Continued:
SMILES	aSyn tox rescue
CC1=NN(c2ccc(C(=O)O)c(N)c2)C(=O)C1	11%
CC(C)NC(=O)Cn1ncn2c(cc3cc(F)ccc32)c1=O	12%
CCOC(=O)c1noc2nc(C)n(CC(=O)NC(C)CC)c(=O)c12 (configuration not stated)	-16%
COc1ccccc1CCNC(=O)C(=O)NCC1OCCN1S(=O)(=O)c1ccc(OC)c(OC)c1 (configuration not stated)	-5%
O=C(c1ncn2c1c(=O)[nH]c1ccccc12)N1CCc2ccccc2C1	5%
CCOc1ccc(CNC(=O)Cn2nc(C)n3cccc3c2=O)cc1	-15%
COc1ccc(/C=C2\CCc3ccccc3C2=O)c(OC)c1OC	-5%
Cc1cc(C(F)(F)F)nn1-c1nc(-c2ccccc2)cc(C(F)(F)F)n1	-11%
CN(C)C(CNC(=O)c1oc2ccccc2c1CSc1ncn[nH]1)c1ccco1 (configuration not stated)	4%
COc1ccccc1-c1cc2nc(-c3ccccc3)cc(N3CCN(C(=O)c4ccoc4)CC3)n2n1	-9%
O=C(Nc1cccnc1Cl)c1ccc(Cl)c([N+](=O)[O-])c1	4%
CCC(=O)Oc1ccc(-c2nc3ccccc3c(=O)o2)cc1	-6%
CCOc1ccc(CCNC(=O)Cn2ncn3nc(-c4ccc(OC)cc4)cc3c2=O)cc1	-5%
CCc1ccc(NC(=O)c2cccc(N3CCCS3(=O)=O)c2)cc1	-3%
CC1CN(C(=O)CCNC(=O)c2ccc(Br)cc2)CC(C)O1 (configuration not stated)	8%
O=C1COc2ccc(C(=O)COC(=O)COc3ccccc3[N+](=O)[O-])cc2N1	16%
COc1c(NC(C)=O)c2ccccc2c2ccccc12	6%
COc1ccc(S(=O)(=O)N2CCN(Cc3nc4ccc(C)cc4o3)CC2)cc1OC	2%
Cc1cccc(N2C(=O)CSC23C(=O)N(CC(=O)Nc2cccc(Cl)c2)c2ccccc23)c1 (configuration not stated)	3%
Cc1ccc(Sc2ncccc2COC(=O)NC(C)C)cc1	6%
CCc1ccccc1NC(=O)Nc1nnc(N(CC)c2ccccc2)s1	3%
COCCCn1c(C)cc(C(=O)COC(=O)CCc2nc3ccccc3c(=O)[nH]2)c1C	3%
Cc1cc(C)n(CCc2nc3c4ccccc4nc(N4CCN(c5ccccc5)CC4)n3n2)n1	-1%
COc1ccc(Cl)cc1NS(=O)(=O)c1cc(-c2cc(C)no2)ccc1C	6%
C[C@H](CO)N1C[C@H](C)[C@@H](CN(C)S(=O)(=O)c2ccc(Oc3ccccc3)cc2)OCc2cn(nn2)CCCC1=O	9%

Bioassay records (PubChem)

A portion of the library (hit frequency here may not be typical).
